# High-throughput results (PubChem)
# CHRM5 agonist = human M5 muscarinic receptor agonists, primary screen, CHO-K1 cells, Fluo-8 calcium fluorescence; activation, % at 3 µM; 360,000 compounds, 0.19% hits; AID 624037, 2012; CHO-K1 hM5 cells; 0% DMSO wells, 100% maximal acetylcholine response; Muscarinic acetylcholine receptor M5 (Homo sapiens), P08912;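 active = activation above the run's mean over test compounds plus 3 SD, cut at about 23% in these data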;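 note: signal is peak over basal fluorescence ratio across the kinetic read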
# CHRM5 antagonist = human M5 muscarinic receptor antagonists, primary screen, CHO cells, Fluo-8 calcium fluorescence; Muscarinic acetylcholine receptor M5 (Homo sapiens), P08912; CHO-hM5 cells, ACh EC80; inhibition, % at 3 µM; 360,000 compounds, 0.59% hits; AID 624040, 2012;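 active = inhibition above a per-plate cutoff, the mean of that plate's test compounds plus 3 SD, cut at about 27% in these data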;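 note: 0% = acetylcholine EC80 with DMSO and 100% = DMSO without agonist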
# M4 antag = human M4 muscarinic receptor antagonists, primary screen, CHO cells, Fluo-8 calcium fluorescence. CHO-hM4 cells, ACh EC80. Muscarinic acetylcholine receptor M4 (Homo sapiens), P08173. inhibition, % at 3 µM. 360,000 compounds, 0.73% hits;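 active = inhibition above its plate's cutoff, the mean inhibition of sample wells plus 3 SD, cut at about 27% in these data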;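 note: 0% = acetylcholine EC80 with DMSO and 100% = DMSO without agonist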
# Target sequence (P08173 whole entry, looked up): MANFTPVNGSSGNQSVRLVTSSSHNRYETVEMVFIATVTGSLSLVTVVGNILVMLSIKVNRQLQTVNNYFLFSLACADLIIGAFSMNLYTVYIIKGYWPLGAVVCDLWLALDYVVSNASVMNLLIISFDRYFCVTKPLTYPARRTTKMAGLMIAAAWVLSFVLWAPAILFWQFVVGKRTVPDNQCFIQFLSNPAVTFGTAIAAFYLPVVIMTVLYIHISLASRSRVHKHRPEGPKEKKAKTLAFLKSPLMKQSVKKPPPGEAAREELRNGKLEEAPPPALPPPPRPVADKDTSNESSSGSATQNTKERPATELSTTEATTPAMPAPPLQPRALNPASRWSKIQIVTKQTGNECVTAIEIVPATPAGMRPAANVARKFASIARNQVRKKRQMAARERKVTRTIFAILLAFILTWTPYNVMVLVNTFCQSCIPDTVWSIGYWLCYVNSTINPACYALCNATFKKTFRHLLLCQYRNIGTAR
# M1 antag = human M1 muscarinic receptor antagonists, primary screen, CHO-K1 cells, Fluo-8 calcium fluorescence, 1536-well. inhibition, % at 3 µM. 360,000 compounds, 1.3% hits. AID 588852, 2011. CHO-K1 hM1, ACh EC80 antagonist;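 active = percent inhibition above its own plate's cutoff, namely the mean of that plate's compound wells plus 3 SD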;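 note: peak over basal fluorescence ratio during 140 s after agonist addition; 0% = ACh EC80 plus DMSO and 100% = DMSO alone without agonist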
# Target sequence (P11229 whole entry, looked up): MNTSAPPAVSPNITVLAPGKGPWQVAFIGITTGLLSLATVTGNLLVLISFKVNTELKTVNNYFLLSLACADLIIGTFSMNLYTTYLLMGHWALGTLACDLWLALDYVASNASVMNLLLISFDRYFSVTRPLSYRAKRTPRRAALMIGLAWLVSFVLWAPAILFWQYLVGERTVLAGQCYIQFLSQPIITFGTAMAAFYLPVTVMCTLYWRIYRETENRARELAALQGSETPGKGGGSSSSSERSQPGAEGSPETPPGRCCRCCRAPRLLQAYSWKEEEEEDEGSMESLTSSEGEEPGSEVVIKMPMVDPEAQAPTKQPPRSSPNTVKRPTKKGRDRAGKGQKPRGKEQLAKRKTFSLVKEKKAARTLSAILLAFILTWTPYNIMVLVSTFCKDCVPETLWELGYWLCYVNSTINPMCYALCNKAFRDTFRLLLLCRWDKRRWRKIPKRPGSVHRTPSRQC
# CHRM4 agonist = human M4 muscarinic receptor agonists, primary screen, CHO-K1 cells, Fluo-8 calcium fluorescence | Muscarinic acetylcholine receptor M4 (Homo sapiens), P08173 | CHO-K1 hM4/Gqi5; vehicle 0%, full acetylcholine response 100% | activation, % at 3 µM | 360,000 compounds, 0.14% hits | AID 624127, 2012;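 active = activation above the run mean over all test wells plus 3 SD, cut at about 32% in these data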;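 note: peak over basal fluorescence ratio per well then scaled between controls; 0% = DMSO wells and 100% = acetylcholine at EC100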
# CRFR2-BP ag = agonists of CRF-BP/CRF-R2 complex, primary screen, cell-based, HEK293, calcium dye fluorescence, uHTS; CRF-binding protein / CRF receptor 2 complex (human); calcium dye fluorescence (FLIPR); percent of saturating CRF peptide response; activation, % at 13.2 µM; 350,000 compounds, 0.46% hits; AID 588473, 2011;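 active = activation of at least 50%, plus an integration ratio under a set limit after plate pattern correction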;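 note: plate controls were neutral control wells without compound for no effect and CRF at EC100 for full effect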
# M4 PAM = human M4 muscarinic receptor positive allosteric modulators, primary screen, CHO-K1 cells, Fluo-8 calcium fluorescence; Muscarinic acetylcholine receptor M4 (Homo sapiens), P08173; CHO-K1 hM4/Gqi5, ACh EC20; 0% = ACh EC20, 100% = maximal ACh; activation, % at 3 µM; 360,000 compounds, 0.4% hits;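 active = activation above its plate's cutoff, the mean activation of sample wells plus 3 SD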; note: some results filed as inactive read as strong as hits
# CHRM5 PAM = human M5 muscarinic receptor positive allosteric modulators, primary screen, CHO-K1 cells, Fluo-8 calcium fluorescence. CHO-K1 hM5, ACh EC20 PAM; 0% = ACh EC20, 100% = ACh EC100. Muscarinic acetylcholine receptor M5 (Homo sapiens), P08912. 360,000 compounds, 0.3% hits. activation, % at 3 µM. AID 624038, 2012;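 active = activation above the run cutoff, the mean activation of all test compounds plus 3 SD, cut at about 18% in these data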
#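 Probe or stimulus: acetylcholine, EC20 level; Assay system: human M5 receptor in CHO-K1 cells; Schedule: compound preincubation 140 s before EC20 acetylcholine addition; Technique: intracellular calcium via Fluo-8 fluorescence; Dosing: single-point, 3 µM nominal; Read-out basis: percent activation from peak-over-basal fluorescence ratio, scaled EC20-to-EC100 acetylcholine; Repeats: one well per compound, no replicates.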
# M1 PAM = human M1 muscarinic receptor positive allosteric modulators, primary screen, CHO-K1 cells, Fluo-8 calcium fluorescence, 1536-well; activation, % at 3 µM; Muscarinic acetylcholine receptor M1 (Homo sapiens), P11229; 360,000 compounds, 0.088% hits; CHO-K1 hM1, ACh EC20; 0% = ACh EC20, 100% = maximal ACh; in the data active = activation above about 19%, passing the limit was not always enough
# Numbers without * were called inactive; / = no result given. No enrichment for hits (roughly 2.8% active in at least one column).
SMILES,CHRM5 agonist,CHRM5 antagonist,M4 antag,M1 antag,CHRM4 agonist,CRFR2-BP ag,M4 PAM,CHRM5 PAM,M1 PAM
C[C@@H]1COC(=O)[C@H](NC(=O)OCC2c3ccccc3-c3ccccc32)C/C=C\C[C@@H](CC(=O)N[C@@H](CO)Cc2ccccc2)C(=O)N1,-3,8,0,-11,0,-1.1,0,1,2
COc1ccc(NC(=O)c2ccc(N3C(=O)C4CC=C(C)CC4C3=O)cc2)c(OC)c1 (centres undefined),0,7,10,11,6,3.3,-8,-11,-3
N#Cc1cccc(CN2CCC(=O)N([C@H](CO)c3ccccc3)CC2)c1,-3,1,9,-1,1,1.9,-3,1,-3
Cc1ccc(/C=N/NC(=S)NCCc2ccccc2)s1,-4,3,4,-6,-1,-1.6,-3,-1,1
CCOC(=O)CN1CCS(=O)(=O)CC1,1,8,4,-1,0,-0.5,-4,-4,3
CS(=O)(=O)N(Cc1ccc(C(=O)NCCSc2ccccn2)cc1)c1ccccc1,2,3,-5,-7,5,28,-1,-3,4
CCOC(=O)C1=CC[C@@H](c2cc3cc(OC)ccc3n2C)N(S(=O)(=O)c2ccc(C)cc2)[C@H]1C(=O)OCC,-1,4,5,-7,0,2.1,7,5,8
O=C(CN1CCN(Cc2ccccc2)CC1)c1ccccc1,-2,5,18,4,0,4.6,0,-7,-2
C/C(=N\OC(=O)c1ccc(F)cc1)c1ccc(F)c(F)c1,-2,-14,-10,-15,1,-4.6,2,16,21
Cc1ccc(O)c(NC(=O)C2CC(c3cccc(Br)c3)=NO2)c1 (centres undefined),0,2,-7,-16,2,0.9,-3,-1,13
CCOC(=O)C(=CNc1ccc2c(c1)c1ccccc1n2CC)C(=O)OCC,-2,5,-8,2,-2,-1.6,3,1,1
COc1ccccc1C(=O)Nc1nnn(C)n1,-1,-11,-19,10,1,0.8,12,-4,-1
CN(C)c1ccc(C(=O)Nc2ccc(S(=O)(=O)Nc3nccs3)cc2)cc1,0,-5,4,-10,0,0.5,1,5,8
CCOC(=O)c1[nH]c(C)c(C(=O)OCC(=O)NCc2ccc(OC)cc2)c1C,3,7,4,-1,-1,-0.9,-2,-13,0
Cc1cc(=O)c2c(o1)CC(C)(C)CC2=O,2,3,-4,-6,1,1.9,8,-1,5
CCCCn1c(NC(C)=O)c(C#N)c2nc3ccccc3nc21,2,4,-4,-4,1,10,-3,-3,3
CCc1nnc(NC(=O)CCC(=O)N2CCN(Cc3ccc(F)cc3)CC2)s1,-2,9,-3,-9,1,0.9,-2,-5,-2
N#C/C(=C\c1cccc(OCC(=O)O)c1)c1nc2ccccc2[nH]1,5,8,-1,-17,1,0.6,0,-2,7
O=C(Nc1nnc(COc2ccccc2)s1)Nc1ccccc1F,2,-2,-9,-11,1,4.0,-10,8,6
CC(C)NC(=O)C1(C)CCN1C(=O)C(c1ccccc1)c1ccccc1 (centres undefined),1,1,0,-12,0,/,1,1,7
C/C(=N/NC(=O)Cc1ccccc1)c1ccc(C)s1,-3,2,13,0,-1,-1.7,-4,-7,4
CC1=C/C(=C\C=C(C#N)C#N)N(C)c2ccccc21,43*,17,2,11,10,36,-1,-13,-6
CC(NCC(=O)NCC(=O)Nc1ccc(F)cc1)c1cccc(C(F)(F)F)c1 (centres undefined),0,15,-7,-5,13,-1.1,2,-15,2
Nc1nnc(SCCCC(=O)c2ccccc2)s1,0,-4,0,0,3,-1.8,10,4,12
CSCCC(NS(=O)(=O)c1ccc(F)cc1)C(=O)NCc1ccc(S(N)(=O)=O)cc1 (centres undefined),1,1,-10,-8,0,-1.6,5,3,-4
COc1ccc(C(=O)COc2ccc(F)cc2)c(O)c1,1,-4,0,7,1,-2.0,-3,7,-3
O=C(NCc1ccc(Cl)cc1)c1cccc2c1C(=O)N(CC1CCCO1)C2 (centres undefined),2,-1,1,-8,5,1.5,-3,-2,6
COc1ccc(OC)c(-c2nc(CN(C)C(C)c3ccncn3)c(C)o2)c1 (centres undefined),-1,-9,-1,-10,2,-0.7,-6,7,-1
CC1CCCN(C(=O)C2CCN(S(=O)(=O)c3cccc4nsnc34)CC2)C1 (centres undefined),-1,7,-5,-5,3,-2.0,1,-1,6
CCCS(=O)(=O)c1nc(S(=O)(=O)c2ccc(C)cc2)c(NCCN2CCOCC2)s1,-4,-5,-15,1,4,-0.9,3,-1,0

# Entries of single compounds, quoted from the list. Order of screens: CHRM5 agonist, CHRM5 antagonist, M4 antag, M1 antag, CHRM4 agonist, CRFR2-BP ag, M4 PAM, CHRM5 PAM, M1 PAM
# Entry for O=C(Nc1nnc(COc2ccccc2)s1)Nc1ccccc1F = 2, -2, -9, -11, 1, 4.0, -10, 8, 6
# Entry for CC(NCC(=O)NCC(=O)Nc1ccc(F)cc1)c1cccc(C(F)(F)F)c1 (centres undefined) = 0, 15, -7, -5, 13, -1.1, 2, -15, 2

# (continued)
SMILES,CHRM5 agonist,CHRM5 antagonist,M4 antag,M1 antag,CHRM4 agonist,CRFR2-BP ag,M4 PAM,CHRM5 PAM,M1 PAM
Cc1ccc(CNS(=O)(=O)CCNC(=O)c2ccccc2)cc1,-6,-2,-2,-15,2,0.2,8,1,15
CCOC(=O)C1=C(C)NC(C)=C(C(=O)OCC)C1C1=COCCO1,-1,4,5,-15,0,-2.4,-4,5,3
Cc1ccc(C(=O)NC(=S)NCc2ccccc2)cc1Br,-4,4,0,-5,-1,3.0,-7,-6,5
COc1ccc(C2(SCC(N)C(=O)O)c3ccccc3-c3ccccc32)cc1 (centres undefined),1,-19,-15,-9,1,-4.8,8,7,9
COc1ccc(C(C)=O)cc1CSc1nnc(-c2ccc(Cl)cc2)n1-c1ccccc1,2,-2,1,-13,-1,-0.1,-5,3,7
O=C(NCc1cccnc1)c1cc(C2CCCCN2C(=O)CCc2ccccc2)on1 (centres undefined),-1,-6,-10,-22,1,/,2,2,15
CC(OC(=O)c1cc(=O)[nH]c2ccccc12)C(=O)N1C(C)CCCC1C (centres undefined),5,0,1,-8,3,-0.9,-1,1,8
Cc1ccc(-c2csc(N/N=C/C=C/c3ccccc3)n2)cc1,3,0,-1,-1,-1,-3.0,-8,1,6
COc1cccc(NC(=O)N2CCCC2C(=O)NC2CC2)c1 (centres undefined),2,-5,1,-1,0,-1.8,3,3,8
COCCn1c(SCC(=O)Nc2ccc(NC(C)=O)cc2)nc2c([nH]c3ccccc32)c1=O,-3,1,-2,-11,1,-0.5,0,-4,7
CC(=O)c1ccc(NC(=S)NNC(=O)NC2CCCCC2)cc1,0,2,2,-5,2,-3.5,-3,-2,5
COCCNC(=O)CN(Cc1ccc2c(c1)OCO2)C(=O)CCC(=O)Nc1nccs1,0,9,-3,1,1,0.4,8,3,-1
CC(=O)OC[C@H]1O[C@@H](Sc2cccc3cccnc23)[C@H](OC(C)=O)[C@@H](OC(C)=O)[C@H]1OC(C)=O,0,-4,-6,-7,2,2.3,2,4,8
CC1CC1C(=O)OCC(=O)NC(=O)c1ccccc1 (centres undefined),3,-2,2,10,2,3.4,11,6,1
Cc1nnc(SCC(=O)N2CCCC2)n(N)c1=O,-1,-3,-7,-8,-1,0.6,-5,16,12
COc1ccc(S(=O)(=O)N(Cc2ccccc2)Cc2nc3ccccc3c(=O)[nH]2)cc1,0,3,0,-16,2,-1.7,-2,-3,0
Cc1ccc(NC(=O)CCNCc2ccco2)cc1S(=O)(=O)N(C)C,0,2,-3,1,2,0.1,2,0,2
CCc1ccc(S(=O)(=O)NC(=S)Nc2ccccc2)cc1,-2,23,-1,-8,3,-5.2,-7,-10,-1
N#CC(C#N)=Cc1cccn1-c1ccc(C(=O)O)cc1,0,-18,-8,-3,0,1.7,7,2,11
CCN1CCN(C(c2ccccc2OC)c2nnnn2C2CCCCC2)CC1 (centres undefined),-9,-2,6,-20,0,0.0,6,-1,4
COc1ccc(CCN(C)C(=S)Nc2ccc(SC(F)F)cc2)cc1OC,1,3,-9,-4,13,-0.4,-12,-9,0
CCc1nc(SCC(=O)NC2CCCC2)c2oc3ccccc3c2n1,-3,2,6,13,1,0.2,1,6,-5
CN1CCN(NC(=S)Nc2ccc(OC(F)F)cc2)CC1,-4,1,-7,-5,2,3.8,3,3,1
CC1=C(C(=O)N2CCOCC2)CC(CC(=O)NCc2ccco2)C(=O)N1Cc1ccc(C(C)(C)C)cc1 (centres undefined),0,9,-7,-6,3,-1.8,6,-3,-1
CC(C)C[C@H]1CN([C@@H](Cc2ccc(O)cc2)CN2CCC[C@H]2CN2C(=O)C(=O)NC[C@@H]2Cc2ccccc2)C(=O)C(=O)N1CCc1ccccc1,1,9,2,/,-1,/,8,-9,/
COc1nc(N(c2ccccc2)c2ccccc2)nc(-n2ccnc2)n1,-2,20,26,18,15,0.3,-9,-35,-12
CCOc1ccccc1N1Cc2cc(C)c(C)cc2C1,0,2,5,3,3,-3.1,-5,-8,-6
CCOc1ccccc1OCC(=O)Nc1cc(C)on1,0,-2,-12,-12,1,0.7,7,3,14
Cc1ccc(NC(=O)CN2CCC(C(=O)c3ccc(F)cc3)CC2)cc1,0,-1,-2,-13,1,0.2,1,-1,4
Cc1c(C)[n+](=O)c(-c2cccs2)c(C)n1[O-],-7,-6,-13,2,0,-0.9,4,-8,0
O=C(NCCCN1CCOCC1)C(=O)N/N=C/c1ccccc1O,-1,14,-8,-11,1,-0.5,-6,-11,6
CC(C)C(=O)Nc1ccc(S(=O)(=O)N2CCC(c3nc4ccccc4[nH]3)CC2)cc1,-2,10,3,-9,0,12,2,-1,6
C=CCNC(=O)c1ccc2c(c1)N(CC)C(=O)c1ccccc1S2,-5,-3,2,-4,1,-3.1,-3,8,9
CCOC(=O)c1ccc2ncc(-c3ccccc3)nc2c1,-2,7,-3,-5,0,0.0,-2,0,10
CCN(CC)CCN1C(=O)C(=O)/C(=C(/O)c2ccc(F)cc2)C1c1ccncc1 (centres undefined),-2,-2,-12,-4,1,-2.5,2,2,5
CCCCN(Cc1ccccc1)S(=O)(=O)c1ccc2[nH]c(=O)oc2c1,3,3,14,14,0,-0.8,-11,-5,-4
Nc1ccc(Oc2ccc(Br)cc2)cc1,-4,-1,6,-1,0,-1.4,6,-3,4
COc1cccc(NC(=O)C(C#N)Cc2ccncc2)c1 (centres undefined),0,-7,9,-7,0,-0.8,-5,1,3
CN(CC(=O)Nc1cc(S(=O)(=O)N2CCCC2)ccc1Cl)Cc1cccs1,-3,21,8,-4,3,0.6,-26,-17,11
O=C(c1ccccc1Br)N1CCN(c2ccccn2)CC1,-3,1,-19,-2,3,-1.1,13,-4,9
